# Mtb UGM inh: inhibitors of M. tuberculosis UDP-galactopyranose mutase; purified UGM, fluorescence polarization probe displacement; inhibition, % at 10 µM; hit rate 0.06% among 320,000; AID 504406; in the data active means inhibition above about 10%, passing the limit was not always enough; inconclusive means no clear call, values can overlap the other calls
# Target sequence (P9WIQ1 whole entry, looked up): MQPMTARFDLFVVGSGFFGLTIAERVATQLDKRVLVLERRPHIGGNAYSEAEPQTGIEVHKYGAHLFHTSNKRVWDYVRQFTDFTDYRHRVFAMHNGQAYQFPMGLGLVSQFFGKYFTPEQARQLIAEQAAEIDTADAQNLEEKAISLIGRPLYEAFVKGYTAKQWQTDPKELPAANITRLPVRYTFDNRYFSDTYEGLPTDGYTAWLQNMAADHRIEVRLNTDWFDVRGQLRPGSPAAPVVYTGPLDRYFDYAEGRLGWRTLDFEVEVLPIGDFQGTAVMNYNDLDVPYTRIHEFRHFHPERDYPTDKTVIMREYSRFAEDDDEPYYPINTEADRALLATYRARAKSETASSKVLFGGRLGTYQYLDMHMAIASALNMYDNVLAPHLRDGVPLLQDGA
# GDH-TPI counter: inhibits GDH-TPI coupling enzymes, artifact for Mtb FBA screen. GDH-TPI coupled enzyme counterscreen, NADH absorbance. inhibition, % at 4.8 µM. hit rate 1.2% among 360,000;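 further: 0% = DMSO wells and 100% = wells lacking the enzyme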
# Mtb BioA inh: inhibitors of Mycobacterium tuberculosis BioA enzyme; purified M. tuberculosis BioA enzyme, plate reader; inhibition, % at 9.99 µM; hit rate 0.096% among 360,000; AID 602481; in the data active means inhibition above about 40%; inconclusive means no clear call, values can overlap the other calls
# CCHFV vOTU inh: blocks the CCHF virus ovarian tumor domain protease. CCHFV vOTU protease, Pep-AMC fluorescence. inhibition, % at 11.5 µM. hit rate 0.55% among 370,000; further: 0% = vehicle wells with enzyme and 100% = no enzyme wells
# PrPC TRFRET: inhibitors of human cell surface prion protein PrPC | AID 720596 | hit rate 0.43% among 370,000 | inhibition, % at 13.8 µM | P04156 | TR-FRET read-out; in the data active means inhibition above about 24%; further: 0% = median of the test wells and 100% = reference compound wells
# BoNT-A LC inh2: BoNT A light chain protease inhibition; multiplex microsphere protease substrate cleavage, flow cytometry; inhibition, % at 10 µM; hit rate 0.17% among 360,000; in the data active means inhibition above about 30%; inconclusive means no clear call, values can overlap the other calls; further: plate controls were buffer without enzyme for full effect and enzyme alone for no effect
# BoNT F protease: blocks Botulinum neurotoxin F light chain protease | Multiplex microsphere protease cleavage assay, flow cytometry | inhibition, % at 10 µM | hit rate 0.22% among 360,000 | AID 588497; in the data active means inhibition above about 35%, passing the limit was not always enough; inconclusive means no clear call, values can overlap the other calls; further: plate controls were buffer without enzyme for full effect and enzyme alone for no effect
# Mtb FBA inh: inhibits M. tuberculosis FBA enzyme | hit rate 2.3% among 360,000 | purified M. tuberculosis FBA, fluorescence read-out | inhibition, % at 1 µM | P9WQA3 | AID 588726; in the data active means inhibition above about 27%;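 further: 0% = vehicle and 100% = reference inhibitor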
# Target sequence (P9WQA3 whole entry, looked up): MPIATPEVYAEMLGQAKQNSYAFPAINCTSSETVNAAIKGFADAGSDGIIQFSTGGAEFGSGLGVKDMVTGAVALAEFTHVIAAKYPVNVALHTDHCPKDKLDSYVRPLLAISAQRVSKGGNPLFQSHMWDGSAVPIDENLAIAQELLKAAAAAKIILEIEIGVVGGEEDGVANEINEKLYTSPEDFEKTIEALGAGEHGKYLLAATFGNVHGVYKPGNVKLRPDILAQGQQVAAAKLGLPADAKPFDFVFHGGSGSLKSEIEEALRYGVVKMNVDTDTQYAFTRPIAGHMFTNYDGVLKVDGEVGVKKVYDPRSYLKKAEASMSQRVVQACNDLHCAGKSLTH
# FadD28 binding: M. tuberculosis FadD28 bisubstrate binding inhibition; FadD28 bisubstrate probe binding, fluorescence polarization; inhibition, % at 12.5 µM; hit rate 0.22% among 360,000; in the data active means inhibition above about 8.5%, passing the limit was not always enough; inconclusive means no clear call, values can overlap the other calls
# Numbers without * were called inactive; ? = inconclusive; nt = not tested or not shown; & = joins results of further samples. Unless noted, no stated cut-off is given here; in the data, active means inhibition above about 30%; inactive means the rest.
1: O=C(CSc1nc2c(c(=O)n1-c1ccccc1)SCC2)N1CCOCC1
2: CCOc1ccc(C(=O)NC2CCN(S(=O)(=O)CC)CC2)cc1
3: CN(C)S(=O)(=O)c1cccc(NC(=O)COc2ccccc2C(=O)NCc2ccccc2)c1
4: Cc1ccc(CNC(=O)C2CC(c3ccccc3[N+](=O)[O-])=NO2)cc1 (stereo not drawn)
5: CCOC(=O)C1=C(C)N(c2ccc(OC)cc2)C(=O)/C1=C\c1ccc(O)c(OCC)c1
6: C[C@@H]1CN([C@@H](C)CO)C(=O)c2cc(C3=CCCCC3)cnc2O[C@H]1CN(C)C(=O)Nc1cccc(F)c1
7: O=P(O)(C(O)c1ccccc1)C(O)c1ccccc1 (stereo not drawn)
8: Cc1cc(C)c(S(C)(=O)=O)c(N(C)NC(=O)c2c(F)cccc2F)n1

screen / no.	1	2	3	4	5	6	7	8
Mtb UGM inh	3.9	-1.6	nt	4.0	-4.5	nt	0.3	2.5
GDH-TPI counter	16.4	-2.2	5.0	8.6	1.3	1.4	9.4	9.2
Mtb BioA inh	87.6*	-2.5	0.4	-2.1	nt	5.4&1.2&4.8	3.4	-0.9
CCHFV vOTU inh	3.6	-2.2	-3.4	-4.4	7.8	-6.0	-3.1	-6.0
PrPC TRFRET	7.5	5.8	3.1	-5.8	-1.2	2.7	-1.0	3.1
BoNT-A LC inh2	-0.2	-0.7	1.8	-0.8	-0.9	-0.8	0.1	-1.4
BoNT F protease	-3.6	-32.2	3.5	-6.2	-14.2	-4.3	-0.3	-1.9
Mtb FBA inh	-2.2	0.4	-2.6	3.7	0.8	-0.3	-0.4	-1.8
FadD28 binding	-2.4	-1.5	-11.9	-2.0	-2.7	-1.8	-0.3	-1.8

# Fetched by compound from the entries so far (2):
5: CCOC(=O)C1=C(C)N(c2ccc(OC)cc2)C(=O)/C1=C\c1ccc(O)c(OCC)c1
8: Cc1cc(C)c(S(C)(=O)=O)c(N(C)NC(=O)c2c(F)cccc2F)n1

screen / no.	5	8
Mtb UGM inh	-4.5	2.5
GDH-TPI counter	1.3	9.2
Mtb BioA inh	nt	-0.9
CCHFV vOTU inh	7.8	-6.0
PrPC TRFRET	-1.2	3.1
BoNT-A LC inh2	-0.9	-1.4
BoNT F protease	-14.2	-1.9
Mtb FBA inh	0.8	-1.8
FadD28 binding	-2.7	-1.8

# Remaining list, next part:
9: O=C(c1ccc(Cl)cc1)C1CCCN(Cc2ccon2)C1 (stereo not drawn)
10: O=C(CNCc1cccs1)Nc1cc(S(=O)(=O)N2CCCC2)ccc1Cl
11: O=C(O)c1csc(-c2ccccc2)n1
12: O=C(Nc1ccccc1Cl)N(Cc1nc2ccccc2c(=O)[nH]1)Cc1cccs1
13: CC(=Cc1ccccc1)C(=O)c1ccccc1
14: COP(=O)(OC)C(Nc1cc(Cl)cc(Cl)c1)c1cccc(O)c1 (stereo not drawn)
15: CCCCn1c(NCc2ccccc2O)nc2ccccc21
16: Cc1cccc(C)c1C(O)c1ncc(-c2ccccc2F)[nH]1 (stereo not drawn)

screen / no.	9	10	11	12	13	14	15	16
Mtb UGM inh	1.0	2.0	2.1	-0.6	nt	-1.2	3.5	nt
GDH-TPI counter	-3.2	2.4	0.5	10.7	5.8	6.2	7.3	-3.1
Mtb BioA inh	5.9	1.8	0.8	nt	-1.0	nt	-0.5	0.2
CCHFV vOTU inh	-1.1	-12.2	-6.7	0.3	13.2	-17.3	1.4	-10.0
PrPC TRFRET	2.6	4.9	-2.1	-2.8	5.2	0.4	4.7	3.4
BoNT-A LC inh2	-0.8	2.9	-0.7	0.6	-0.9	-0.1	-0.3	-0.2
BoNT F protease	-0.4	6.1	1.9	12.9	2.0	-0.8	-5.2	-1.7
Mtb FBA inh	0.9	11.1	2.8	4.9	-1.9	-1.6	-0.8	1.4
FadD28 binding	-3.3	3.2	-3.2	-1.1	-1.0	-2.5	-3.8	0.4

17: C[C@H]1CN(S(=O)C(C)(C)C)[C@@H](CCO)/C1=C\c1ccccc1 (stereo partly drawn)
18: COc1ccccc1C/C(N)=N/OC(=O)COc1ccc2ccccc2c1
19: CCc1ccc(CN(C)Cc2nc(COc3ccccc3)no2)nc1
20: O=C(Cn1cccc1C(=O)c1ccccc1)NCCC1=CCCCC1
21: Cc1cc(C)c2c(n1)sc1c(=O)n(Cc3ccc(F)cc3)cnc12
22: O=S(NCc1ccco1)C12CC3CC(CC(C3)C1)C2 (stereo not drawn)
23: CC1CC(C)CN(C(=O)C2CCCN(S(=O)(=O)c3cnc[nH]3)C2)C1 (stereo not drawn)
24: c1ccc(Cc2noc(CN3CCCN(C4Cc5ccccc5C4)CC3)n2)cc1

screen / no.	17	18	19	20	21	22	23	24
Mtb UGM inh	nt	-1.8	-4.1	0.5	-1.9	0.8	-1.1	0.7
GDH-TPI counter	-2.8	8.1	-8.4	2.2	2.4	2.5	-6.3	9.8
Mtb BioA inh	1.4	-2.6	nt	nt	nt	-2.1	-1.0	1.9
CCHFV vOTU inh	0.4	9.1	-2.8	8.7	-3.5	-1.9	3.5	2.9
PrPC TRFRET	4.0	3.2	-3.0	12.3	11.8	2.1	-4.6	-4.3
BoNT-A LC inh2	0.0	0.0	-0.1	-0.5	-8.9	-0.5	-0.7	-0.4
BoNT F protease	-0.1	-8.4	-1.7	-3.3	?	-8.4	-2.3	-11.3
Mtb FBA inh	1.1	4.5	-1.4	-2.3	-0.9	1.2	0.1	-0.9
FadD28 binding	-2.1	0.9	-4.5	-1.4	-0.9	-0.6	-3.3	0.0

# Record cards, from the list above.
# CCc1ccc(CN(C)Cc2nc(COc3ccccc3)no2)nc1 is listed with Mtb UGM inh = -4.1; GDH-TPI counter = -8.4; Mtb BioA inh = nt; CCHFV vOTU inh = -2.8; PrPC TRFRET = -3.0; BoNT-A LC inh2 = -0.1; BoNT F protease = -1.7; Mtb FBA inh = -1.4; FadD28 binding = -4.5
# O=C(Cn1cccc1C(=O)c1ccccc1)NCCC1=CCCCC1 is listed with Mtb UGM inh = 0.5; GDH-TPI counter = 2.2; Mtb BioA inh = nt; CCHFV vOTU inh = 8.7; PrPC TRFRET = 12.3; BoNT-A LC inh2 = -0.5; BoNT F protease = -3.3; Mtb FBA inh = -2.3; FadD28 binding = -1.4

# (cont.)
25: CCCSc1nnc(CN2CCOCC2)n1C
26: Oc1c(Br)cc(Br)cc1CN1CCN(Cc2ccccc2)CC1
27: O=C(NCCN1CCOCC1)Nc1ccc(Cl)cc1
28: CCCS(=O)(=O)NC(=O)C1(C)CCN(C(=O)c2cc(-c3cccs3)oc2C)C1 (stereo not drawn)
29: COc1ccc(S(=O)(=O)NCCCCC(=O)O)cc1C(=O)O
30: Cc1oc2cc(OCc3cnn(-c4ccccc4)c3)ccc2c(=O)c1Oc1ccccc1F
31: O/N=C1\CCCc2c1nc(-c1ccccc1F)n2O
32: COC(=O)/C(=C1/Oc2ccc(C)cc2S1)C(F)(F)F

screen / no.	25	26	27	28	29	30	31	32
Mtb UGM inh	1.7	-1.3	-2.5	nt	-1.1	-1.9	0.7	-1.6
GDH-TPI counter	-14.8	-3.1	0.0	10.6	-9.5	-7.0	17.7	14.9
Mtb BioA inh	0.1	nt	10.3	-0.2	0.7	-0.1	0.1	nt
CCHFV vOTU inh	5.5	-3.1	4.0	1.8	17.9	0.7	-4.7	10.0
PrPC TRFRET	4.1	0.4	0.6	1.8	4.8	-2.1	-1.4	-2.6
BoNT-A LC inh2	2.7	0.3	0.6	-0.1	-0.8	-0.7	0.8	0.8
BoNT F protease	?	9.4	8.5	-1.6	-0.2	-8.5	-1.3	0.3
Mtb FBA inh	-12.0	-1.8	3.1	1.7	1.6	1.8	5.8	3.0
FadD28 binding	-3.9	-4.6	0.3	-2.6	-4.2	-3.5	-0.9	-2.2

33: Cc1ccccc1OCc1nc2ccccc2n1C
34: COc1ccc(C(=O)CSc2ccc3nnc(-c4cccnc4)n3n2)cc1
35: CCCCCC1CC(CC(=O)Nc2ccc([N+](=O)[O-])cc2)OC1=O (stereo not drawn)
36: O=C(CSc1ncnc2c1cnn2CCO)Nc1cccc(C(F)(F)F)c1
37: CC(Sc1nnc(COc2ccc(Cl)cc2)n1-c1ccccc1)C(=O)O (stereo not drawn)
38: Cc1ccc(NC(=O)C(C)c2ccc(-c3ccccc3)c(F)c2)c(C)c1 (stereo not drawn)
39: COc1ccccc1C(=O)OCC(=O)NC(C)CCc1ccccc1 (stereo not drawn)
40: COc1ccc(-c2c(C)c3cc(O)ccc3oc2=O)cc1

screen / no.	33	34	35	36	37	38	39	40
Mtb UGM inh	2.9	-0.3	-0.2	0.8	0.0	-0.1	0.5	0.6
GDH-TPI counter	5.6	6.0	-0.5	-1.5	7.7	3.9	-7.8	15.5
Mtb BioA inh	-1.4	nt	nt	-1.2	1.6	-1.7	0.6	2.0
CCHFV vOTU inh	-7.4	7.4	13.8	-15.1	-8.6	-3.0	8.5	-2.3
PrPC TRFRET	-1.5	-4.7	-8.6	2.0	6.4	-2.1	4.8	-18.2
BoNT-A LC inh2	0.0	0.2	?	-1.3	-0.4	-0.8	-1.2	1.1
BoNT F protease	-7.8	-4.0	?	-9.3	7.5	-9.0	8.5	9.2
Mtb FBA inh	0.0	0.6	-1.1	-2.1	-1.9	-0.3	3.8	0.7
FadD28 binding	-2.7	-0.8	-4.5	-1.7	-4.5	0.2	-4.4	-2.5

# The listing continues:
no.	smiles	Mtb UGM inh	GDH-TPI counter	Mtb BioA inh	CCHFV vOTU inh	PrPC TRFRET	BoNT-A LC inh2	BoNT F protease	Mtb FBA inh	FadD28 binding
41	C=CCN(c1ccc(C(=O)Nc2ccc(C)c(C)c2)cc1)S(C)(=O)=O	1.3	7.2	nt	9.0	-3.9	0.0	-1.6	0.3	-0.7
42	CC1CCCN(c2ccc(C(=O)OCC(=O)N3c4ccccc4Sc4ccccc43)cc2[N+](=O)[O-])C1 (stereo not drawn)	-0.5	8.5	nt	-1.0	2.4	-0.1	-1.8	-3.1	-3.3
43	COC(=O)C(F)(Sc1c(C)n(C)n(-c2ccccc2)c1=O)C(F)(F)F (stereo not drawn)	-1.1	4.2	0.8	-13.2	4.7	-0.6	-9.0	-0.4	1.2
44	CC(=O)Nc1ccc(NC(=O)Cn2cnc(S(=O)(=O)N3CCOCC3)c2)cc1	3.9	4.3	-1.6	4.5	2.8	0.6	-1.8	1.1	0.4
45	COc1ccc(CNC(=O)c2sccc2-c2ccccc2)cc1OC	0.0	8.9	13.1	0.3	12.2	-1.7	1.3	-1.4	-5.0
46	O=C1C=C(c2ccc(Oc3ccccc3)cc2)C[C@@H](c2ccc3c(c2)OCO3)C1	-0.1	17.5	-0.2	3.5	2.2	0.3	-9.0	-2.7	-5.5
47	CCOc1ccc(CCNC(=O)COC(=O)CSc2ccccc2C)cc1OCC	2.2	7.2	0.2	8.9	0.7	-0.4	-3.6	1.4	-4.9
48	C=CCOc1ccc(/C=C/C(=O)OCC(=O)N(C)CC(=O)Nc2ccccc2Cl)cc1	3.1	10.0	nt	5.4	3.3	-0.1	-7.0	-2.1	-1.9
49	CCn1c(=O)cc(C(F)(F)F)[nH]c1=S	-0.9	5.3	nt	-9.2	7.3	-0.2	-0.4	1.0	-1.9
50	CCOc1ncccc1C(=O)OCC(=O)Nc1c(C)cc(C)cc1C	-1.6	8.7	nt	-7.7	6.2	-1.2	5.4	-10.0	-2.8
51	Cc1cc(C(=O)NC2CCCCC2C)c2ccccc2n1 (stereo not drawn)	0.8	0.3	-1.1	7.2	3.1	-1.2	-3.3	2.2	-0.6
52	O=C(NCc1cccc(Cl)c1)c1cc(COc2ccc3ncccc3c2)on1	1.5	8.1	nt	-8.9	24.6*	-2.0	-3.8	3.7	-3.6
53	Cn1c(SCC(=O)Nc2ccc(NC(=O)c3ccccc3F)cc2)nnc1-c1ccncc1	1.1	3.0	-7.7	nt	nt	0.6	5.0	0.7	-0.3
54	COC(=O)c1cc(OC)c(OC)cc1NC(=O)CN1CCOCC1	1.7	11.6	0.1	-1.4	1.2	0.1	-2.3	3.7	-2.1
55	COc1ccc(Cc2c(C3CCCCC3)nc3c4ccccc4ccn23)c(C)c1	nt	nt	1.7	9.2	-7.4	3.4	3.3	8.6	-2.6
56	COC(=O)c1c(NC(=O)CSc2nnnn2-c2ccc3c(c2)OCO3)sc(C)c1C	-0.1	6.0	-2.6	-6.4	-2.0	-0.1	-5.2	1.4	-3.1

# Screening data: PubChem, several laboratories
